AmpC inh detg: inhibitors of E. coli AmpC beta-lactamase with detergent. AmpC hydrolysis of nitrocefin, absorbance 480 nm, 0.01% Triton. AID 485294. actives 0.041% (n = 370,000). Potency, µM (doses to about 114 µM), inactives show at the top dose activity change, negative = inhibition, most hits filed as inhibitors. P00811;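 also: potency is read from the fitted curve at half-maximal effect; 0% = no-compound wells and -100% = no-enzyme wells; nearly all actives have a fitted effect of over 25% in size; some results filed as inactive show a strong effect at the top dose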
Target sequence (P00811 whole entry, looked up): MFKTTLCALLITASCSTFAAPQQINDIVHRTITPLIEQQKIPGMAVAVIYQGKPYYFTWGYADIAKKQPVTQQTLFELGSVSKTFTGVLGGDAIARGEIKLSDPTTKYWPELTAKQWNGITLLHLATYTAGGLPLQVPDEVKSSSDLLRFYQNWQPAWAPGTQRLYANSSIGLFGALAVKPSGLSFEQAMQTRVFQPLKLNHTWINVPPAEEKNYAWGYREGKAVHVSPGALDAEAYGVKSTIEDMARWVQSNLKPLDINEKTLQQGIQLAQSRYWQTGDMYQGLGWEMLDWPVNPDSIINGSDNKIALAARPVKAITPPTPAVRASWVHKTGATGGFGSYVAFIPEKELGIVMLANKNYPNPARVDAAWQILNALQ
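20 mM phosphate pH 7.0 + 0.01% (detergent screen) or 0.0001% Triton X-100; 5.3 nM AmpC reagent; cpd preinc 15 min RT; nitrocefin (800 uM stock) to start; A480 q20 s × 4 min; Activity was normalised to no-enzyme and no-compound control wells.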
Sm TGR inh: blocks Schistosoma mansoni thioredoxin glutathione reductase; Q962Y6; purified TGR, DTNB reduction, TNB absorbance 405 nm; Potency, µM (highest dose often 114 µM), for the others: at the top dose activity change, negative = inhibition, usual class: inhibitors; actives 3% (n = 360,000); also: potency is read from the fitted curve at half-maximal effect; nearly all actives have a fitted effect of over 60% in size
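First, TGR (20 nM dispensed) and NADPH were mixed with compound. Second, a 15 min room-temperature incubation followed. Third, further NADPH and then DTNB were added to start the reaction. Finally, TNB absorbance was monitored kinetically.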
FBPA Giardia inh: Giardia lamblia aldolase inhibition; A8B2U2; AID 2451; Potency, µM (top dose mostly 59.6 µM), inactives show at the top dose activity, negative = inhibition, most hits filed as inhibitors; actives 0.71% (n = 290,000); purified Giardia FBPA; also: potency is read from the fitted curve at half-maximal effect; nearly all actives have a fitted effect of over 55% in size
Target sequence (A8B2U2 whole entry, looked up): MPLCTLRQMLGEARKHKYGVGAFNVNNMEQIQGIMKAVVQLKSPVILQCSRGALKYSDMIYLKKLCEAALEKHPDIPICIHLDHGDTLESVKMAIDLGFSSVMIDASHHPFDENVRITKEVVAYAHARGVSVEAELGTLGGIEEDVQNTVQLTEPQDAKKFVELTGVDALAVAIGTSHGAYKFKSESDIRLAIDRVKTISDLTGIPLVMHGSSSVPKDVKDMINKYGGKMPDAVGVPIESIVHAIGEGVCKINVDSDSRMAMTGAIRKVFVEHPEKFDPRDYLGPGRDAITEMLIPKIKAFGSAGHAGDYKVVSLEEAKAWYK
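Giardia FBPA (40 nM reagent) was preincubated 10 min at RT with compound (up to 57.5 uM final), then substrate plus GAPDH/TPI/NAD/arsenate coupling system with diaphorase/resazurin was added; resorufin fluorescence (525/598 nm) was read after 20 min.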
HCMV inh: human cytomegalovirus inhibition; HFF cells, HCMV-luciferase reporter, 72 h; active compounds read low; activity change, negative = inhibition, % at 57.5 µM; actives 4.5% (n = 410,000); AID 1259415; in the data active = activity change below about -60%; inconclusive = no clear call, values can overlap the other calls; inactive = above about -39%
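Compounds were evaluated in HFFs infected with an HCMV luciferase reporter virus (MOI 1 PFU/cell). Luciferase in lysates collected 72 h post infection served as the replication measure.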
AmpC no deterg: blocks E. coli AmpC beta-lactamase in detergent-free assay; AID 485341; Potency, µM (top dose mostly 57.1 µM), for the others: at the top dose activity change, negative = inhibition, most hits filed as inhibitors; AmpC nitrocefin hydrolysis, absorbance 480 nm, 0.0001% Triton; actives 0.52% (n = 330,000); P00811;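 also: potency is read from the fitted curve at half-maximal effect; plate controls were no compound for no effect and no enzyme for full effect; nearly all actives have a fitted effect of over 20% in size; some results filed as inactive show a strong effect at the top dose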
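AmpC (5.3 nM in the dispensed reagent) in 20 mM phosphate pH 7.0 with 0.01% (detergent screen) or 0.0001% Triton X-100 was preincubated with compounds for 15 min at room temperature. Nitrocefin was then added from an 800 uM solution, and hydrolysis was followed at 480 nm.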
HCV inhibitor: inhibitors of hepatitis C virus infection | Huh7.5.1 HCVcc-Cre infection, luciferase reporter, 44 h | Potency, µM (highest dose often 41.8 µM), without a hit: at the top dose activity change, negative = inhibition, usual class: inhibitors | actives 3.4% (n = 340,000) | AID 651820; also: potency is read from the fitted curve at half-maximal effect
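After 44 h co-culture of compound, cells and HCVcc-Cre (~0.5 moi), substrate is added for 15 min at room temperature and luciferase measured over 15 sec. Cells were seeded at 1,000/well and pre-cultured 4 h.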
* hit, by the source's call; u = inconclusive; x = not tested or not shown; & = joins results of further samples; [ ] = dose if it differs, or a comment. Unless noted, calls follow the shape of the dose curve; as a rule, active = well fitted curve in the direction sought with a large enough effect; inconclusive = small, poorly fitted or top-dose-only effect, or another doubt; inactive = no such curve, though single readings can be large; an effect the other way counts as inactive or inconclusive. Unless noted, % is scaled to controls: 0 for no effect and ±100 for the full control effect.

Below each SMILES – FBPA Giardia inh, HCV inhibitor, AmpC no deterg, Sm TGR inh, HCMV inh, AmpC inh detg
- COc1ccc(S(=O)(=O)NCC(c2ccco2)N2CCOCC2)cc1 (centres undefined)
  x, 29%, 10%, 3%&-3%, -19&134, 1%&-10%
- CCOC(=O)Nc1sc(C(=O)N(C)C)c(C)c1C(=O)OCC
  x, u, -5%, -17%, 31, 1%
- Nc1nc(Cl)nc2ncn(Cc3ccccc3)c12
  7%, 21%, -21%, u, 4, -11%
- COc1cccc(N2C(=NC(=O)COc3ccccc3)SC3CS(=O)(=O)CC32)c1 (centres undefined)
  x, 17%, -19%, 11%, -37, 0%
- COc1ccc(-n2c(=S)[nH]c3sc4c(c3c2=O)CCN(C)C4)cc1
  -29%, x, -2%, -33%, x, 9%
- CCOc1ccc(NC(=O)CN(C)C(=O)C(C)N2C(=O)c3ccccc3C2=O)cc1OCC (centres undefined)
  x, 6%, -12%, -4%, -10, -1%
- Cc1cc(C)c(C#N)c(SCC(=O)Nc2ccccc2C)n1
  3%, -13%, -15%, x, -28, -3%
- Cn1c(=O)c2c(nc(SCC(=O)c3ccccc3F)n2C)n(C)c1=O
  0%, x, -4%, 0%[57.1 µM], x, -1%
- CCCNC(=O)c1ccccc1NC(=O)c1ccc2c(c1)NC(=O)C(C)S2 (centres undefined)
  x, 4.5µM*, -31%, -22%, 15, -1%
- COC(=O)c1sccc1NC(=O)CSc1nnnn1-c1ccccc1C
  1%, -23%, -16%, -9%, -7, u
- O=C(COC(=O)c1ccc(Cl)nc1)NCCC1=CCCCC1
  4%, 1%, 2%, 0%, 6, -10%
- CCn1ccc2cc(S(=O)(=O)N3CCC(C(=O)NCc4cccc(C)c4)CC3)ccc21
  x, x, x, 2%, 6, 1%
- CCS(=O)(=O)N1CCN(C(=O)c2ccccc2[N+](=O)[O-])CC1
  4%, 13%, -3%, 3%, u, 1%
- CCCOc1c(Br)cc(/C=N/O)cc1OC
  -17%, -12%, x, -2%, -3, -5%
- C1CCC(c2nn3c(-c4n[nH]c5c4CCC5)nnc3s2)CC1
  6%, -16%, -28%, 0%, -24, -4%
- O=C(Cc1ccccc1)OC(COCc1ccccc1)CN1CCOCC1 (centres undefined)
  -10%, 8%, 37%, -5%, -88*, -11%
- O=C(Cc1cccc(NC(=O)C2CCN(C(=O)c3ccccc3)CC2)c1)Nc1cccc(C(=O)N2CCCC2)c1
  x, u, 105%[activator], -11%, -24, 0%
- O=C(Nc1cccc(Cl)c1)c1ccc2c(c1)OCCO2
  0%, -18%, -29%, 5%, 97, u
- COc1cc(NS(=O)(=O)c2cc(C(=O)NCCc3ccccn3)ccc2OC)cc(OC)c1
  x, u, -14%, x, -25, x
- Cc1cccc(NC(=O)c2sc3nc4c(cc3c2N)CN(C(C)C)CC4)c1
  x, x, x, -5%, -34, 0%

Individual results from above.
HCMV inh with Cc1cc(C)c(C#N)c(SCC(=O)Nc2ccccc2C)n1 → -28
FBPA Giardia inh with COc1ccc(-n2c(=S)[nH]c3sc4c(c3c2=O)CCN(C)C4)cc1 → -29%
HCMV inh with Cc1cccc(NC(=O)c2sc3nc4c(cc3c2N)CN(C(C)C)CC4)c1 → -34

The list goes on:
Below each SMILES – FBPA Giardia inh, HCV inhibitor, AmpC no deterg, Sm TGR inh, HCMV inh, AmpC inh detg
- COc1ccc(C2C(C#N)=C(C)NC3=C2C(=O)CC(C)(C)C3)c(OC)c1 (centres undefined)
  -6%, -13%, -10%, 0%, x, -1%
- COc1cc(-c2nc3c(c(C)nn3-c3ccccc3)c3cc(OC)c(OC)cc23)ccc1O
  -7%, u, -6%, 19%, -35, 7%
- O=C(Cc1c(F)cccc1Cl)Nc1ccccc1N1CCCCC1
  3%, u, -41%, -8%, -19, 3%
- Cc1cc(C)c(NC(=O)CSc2nc(-c3ccc(F)cc3)nc3c2Cc2c(CO)cnc(C)c2O3)c(C)c1
  x, x, x, 0%, 9, -5%
- COc1ccc(-c2noc(-c3ccc(Br)o3)n2)cc1OC
  7%, -18%, -6%, -15%, -2, 0%
- COc1ccc(-n2c(C)nn(CC3CC3)c2=O)cc1
  1%, 23%, -2%[2.29 µM], 9%, -14, -7%
- CC(=O)c1ccc(N2CCN(C(=O)C3CCC3)CC2)cc1
  -4%, 8%, -15%, -25%, 86, -4%
- COc1ccc(C(C[N+](=O)[O-])c2c(C)[nH]c3ccccc23)cc1OC (centres undefined)
  -18%, u, -15%, 4%, 79, 2%
- Cc1cccc(OCCCC(=O)NCCc2ccccc2)c1
  0%, 4%, -7%, 0%, 11, -1%
- CCOC(=O)C(C)n1cnc2sc3c(c2c1=O)CCC3 (centres undefined)
  -8%, -1%, -11%, -28%, -22, u
- CCNc1nn2ccccc2c1/C=C(\C#N)C(=O)OCC
  0%, 10µM*, -1%, 13%, -15, -3%
- CC/C(=N/NC(=O)c1ccc(Br)cc1)c1ccc(OCCN2CCOCC2)cc1
  3%, 11%, -19%, 6%, -7, 5%
- CCCCCCOc1ccc(C2C(=O)N(C3CCCCC3)CC(=O)N2CCC)cc1 (centres undefined)
  x, x, x, -7%, 102, 0%
- O=C(Nc1cc(C(=O)N2CCOCC2)ccc1N1CCCC1)c1cccs1
  2%, -2%, -6%, -9%, 58, -9%
- Cc1ccccc1C(=O)N1CCC(C(=O)Nc2cccc(S(=O)(=O)N3CCCCC3)c2)CC1
  x, u, 81%[activator], -3%, u, -7%
- CCN(CC)C(=O)Cc1cn(C)c2ccccc12
  4%, 3%, -18%, -1%, 74, 1%
- Cc1ccc(NC(=O)c2nccnc2C(=O)O)cc1C
  1%, 5%, -21%, 3%, 42, u
- CCC(=O)NCc1csc(-c2cccs2)n1
  5%, 15%, -10%, -21%, -70*, 3%
- CCOc1ccc(NC(=O)CN2C(=O)c3ccccc3Sc3ccc(C(=O)OC)cc32)cc1
  x, x, x, 3%, 14, 6%
- O=C(COc1ccccc1F)NNC(=O)c1ccc(N2CCCCC2)c([N+](=O)[O-])c1
  6%, -13%, -31%, -8%, 98, -7%
- Cc1ccc(S(=O)(=O)CCC(=O)OCC(=O)Nc2cc(F)ccc2C)cc1
  x, 11%, -14%, 26%, 16, 1%
- CCOC(=O)C(=CNc1cccc(C)c1C)C(=O)OCC
  -4%, -2%, -23%, -4%, -7, -5%
- CCCCNC(=O)c1cc(-c2ccc(F)cc2)on1
  4%, -5%, -14%, -4%, 152, -5%
- CN(C)S(=O)(=O)c1ccc2c(c1)/C(=C/c1cc3c([nH]1)CCCC3)C(=O)N2
  -4%, u, -19%, 50µM*, 108, u
- CC(=O)N(CCS(=O)(=O)c1ccc(Cl)cc1)Cc1cccs1
  -6%, 13%, -1%, 6%, -38, 6%
- COc1ccc(NC(=O)C2=C(C)Nc3ncnn3C2c2ccccn2)cc1 (centres undefined)
  x, x, x, -5%, 3, 1%
- CCS(=O)(=O)NCc1cn2ccsc2n1
  0%, 10%, -10%, 0%, -3, u
- NCC12CC3CC(C1)CC(c1ccc(Br)cc1)(C3)C2
  -4%, 13µM*, 18%, 1%, -1, -5%
- CC1CC(C)CN(c2ncnc3c2cnn3C)C1 (centres undefined)
  -1%, -20%, -16%, 22%, -22, 2%
- Clc1ccc(OCc2nnc(-c3ccccc3Br)o2)cc1
  1%, 14%, -23%, 5%, -3, -1%
- CC(=O)c1cccc(NC(=O)COc2ccc(S(=O)(=O)N3CCOCC3)cc2)c1
  x, 3%, -13%, -1%, 22, 2%
- CC(=C/c1ccccc1)/C=N/n1c(-c2ccncc2)n[nH]c1=S
  14%, 13%, 1%[2.29 µM], -2%, u, -2%
- CC(C)c1nnc(NC(=O)CSc2nc3ccccc3[nH]2)s1
  2%, -1%, -24%, 2%, -36, 8%
- O=C(NNc1cc(Cl)cc(Cl)c1)C1CCC1
  -1%, -1%, -11%, 9%, 3, 6%
- CC(/C=N/NC(=O)CSc1n[nH]c(=O)[nH]c1=O)=C\c1ccccc1
  14%, 7%, -28%, 6%, -33, 10%
- CC(C(=O)Nc1ccc(Cl)cc1Cl)N1CC=C(c2ccccc2)CC1 (centres undefined)
  -1%, u, 27%, -5%, -17, -5%
- O=C(N/N=C\c1cccc([N+](=O)[O-])c1O)C1COc2ccccc2O1 (centres undefined)
  -20%, -7%, -24%, -1%, -10, 6%
- O=S(=O)(NCc1ccccc1Br)c1ccccc1Br
  x, -25%, -14%, 0%, -36, -5%
- COc1ccc(S[C@@H](CCN2CC[C@H](O)CCC2=O)c2ccccc2)cc1
  x, -3%, 145%[activator], -11%, -10, 3%
- CCN1CCN(Cc2cc(=O)oc3cc(C)cc(C)c23)CC1
  2%, u, -12%, -21%, -21, u
- COc1ccc(C2(CNC(=O)c3ccc(OCC(C)C)cc3)CCOCC2)cc1
  -6%, u, 132%[activator], -9%, -20, -6%
- COc1cc(CN2CCN(C(=O)CC(C)C)CC2)cc(OC)c1OC
  u, 6%, 10%, 8%, -30, 2%
- O=C(C1=C[C@H](c2csc3ccccc23)C[C@H](OCc2ccc(CO)cc2)O1)N1CCOCC1
  -1%, -4%, 132%, -29%, 20, -1%
- Cc1cc(C)n(CC(=O)n2nc(C)cc2C)n1
  1%, 8%, -9%, -16%, 7, u
- Cc1cccc(NC(=O)CSc2nc3[nH]ncc3c(=O)[nH]2)c1C
  -1%, 9%, -3%, -15%, -30, -13%
- CCCCOc1ccc(OC(=O)c2cccnc2)cc1
  0%, 1%, 12%, 9%, -1, -1%
- O=C1CN(C(=O)COC(=O)/C=C/c2ccc(F)cc2)c2ccccc2N1
  x, 4%, -5%, x, u, x
- CCN1CCCC1CN(Cc1cc2ccc(C)cc2[nH]c1=O)C(=S)Nc1ccc(F)cc1 (centres undefined)
  -3%, u, -17%, 6%, -27, -1%
- COc1ccc(NC(=O)c2ccc(-c3nc(COc4ccccc4)c(C)o3)cc2)cc1
  x, x, x, 12%, 0, 20%
- CC1(C)CC2(CCO1)OC(=O)CC2C(=O)Nc1cccc2ccccc12 (centres undefined)
  -12%, -4%, -21%, -15%, 13, -6%
- CCCCCN1CC(O)=C(c2nc(-c3ccc(Cl)cc3)cs2)C1=N
  x, 3%, -24%, 0%, 6, u
- O=C(O)c1ccc(N/N=C/c2ccc(-c3cccc(Cl)c3)o2)cc1
  -1%, 10%, -53%, -16%, 106, -3%
- CCOc1ccc(S(=O)(=O)Nc2ccc(C(=O)N(C)CC(=O)Nc3ccc(OC)cc3)cc2)cc1
  x, -12%, -36%, 1%, -9, u
- Oc1cccc(-c2nc3ccc4ccccc4c3c3c2CCC3)c1
  -10%, u, 0%, -20%, 111, 1%
- Nc1nn(-c2ccccc2Cl)cc1-c1nn[nH]n1
  -11%, u, -19%, 8%, 16, 3%
- COc1cccc(N2CCN(CC(=O)NC3=Nc4ccccc4N=C(C)C3c3ccccc3)CC2)c1 (centres undefined)
  -8%, u, 66%[activator], -19%, 1, 8%
- c1ccc(NC2=NCCN2CCCC2CCCC2)cc1
  x, -3%, -2%, -5%, 1, u
